Screening data: PubChem BioAssay, several laboratories
Tat export inh – inhibitors of E. coli Tat protein transport; E. coli MC4100 TorA-mCherry Tat export, fluorescence; inhibition, % at 10 µM; 340,000 compounds, 0.036% hits;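 active = mean replicate inhibition at least 50% and at least half of replicates individually reaching 50%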;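 note: exported cargo escapes ClpAP degradation while cytoplasmic cargo is degraded and loses fluorescence; 0% = median of neutral control wells and 100% = median of NaSCN control wells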
AddAB inh – less growth of phage-infected E. coli with AddAB; E. coli expressing H. pylori AddAB, absorbance growth; inhibition, % at 11.9 µM; 330,000 compounds, 0.29% hits; in the data active = inhibition above about 12%;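 note: 0% = vehicle wells of infected cells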
PfHsp90 set2 – inhibits growth of yeast expressing Plasmodium falciparum Hsp90 | inhibition, % at 9.4 µM | S. cerevisiae expressing PfHsp90, BacTiter-Glo ATP, 48 h; yeast lacking PDR1 and PDR3 efflux regulators | 310,000 compounds, 0.32% hits;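 active = every replicate shows inhibition above about 80%, whatever the replicate mean, limit read from the data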;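 note: 0% = DMSO neutral controls and 100% = 20 µM radicicol positive controls; yeast relying on Plasmodium falciparum Hsp90 in place of its own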
Ecoli viability – counter-screen for AddAB inhibitors: E. coli growth inhibition; AID 449728; E. coli V3065 growth, OD600 absorbance, 18 h; 330,000 compounds, 0.27% hits; inhibition, % at 11.9 µM;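 active = inhibition above the campaign's mean inhibition across all tested compounds plus 3 SD, cut at about 9.9% in these data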;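 note: uninfected addAB+ strain grown without phage in ampicillin broth; 0% = DMSO wells and 100% = ciprofloxacin 0.95 µg/ml wells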
OPRM1-OPRD1 ag – OPRM1-OPRD1 heterodimerization agonism; activation, % at 9.3 µM; cells, luminescence; P35372+P41143; 340,000 compounds, 0.3% hits; in the data active = activation above about 18%;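 note: 0% = vehicle-treated cells and 100% = reference agonist; values of inactives mirror those of a sister screen read the other way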
Target sequence (P35372 whole entry, looked up): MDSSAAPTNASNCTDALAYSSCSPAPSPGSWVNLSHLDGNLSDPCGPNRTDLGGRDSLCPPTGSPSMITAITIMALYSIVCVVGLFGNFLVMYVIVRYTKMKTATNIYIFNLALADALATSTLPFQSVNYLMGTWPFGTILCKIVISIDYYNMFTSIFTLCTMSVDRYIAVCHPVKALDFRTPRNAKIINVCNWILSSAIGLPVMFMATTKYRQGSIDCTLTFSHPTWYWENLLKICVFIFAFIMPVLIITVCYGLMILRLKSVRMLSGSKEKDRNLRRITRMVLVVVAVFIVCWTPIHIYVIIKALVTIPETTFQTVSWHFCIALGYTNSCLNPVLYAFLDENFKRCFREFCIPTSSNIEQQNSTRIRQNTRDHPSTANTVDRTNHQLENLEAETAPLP
Target sequence (P41143 whole entry, looked up): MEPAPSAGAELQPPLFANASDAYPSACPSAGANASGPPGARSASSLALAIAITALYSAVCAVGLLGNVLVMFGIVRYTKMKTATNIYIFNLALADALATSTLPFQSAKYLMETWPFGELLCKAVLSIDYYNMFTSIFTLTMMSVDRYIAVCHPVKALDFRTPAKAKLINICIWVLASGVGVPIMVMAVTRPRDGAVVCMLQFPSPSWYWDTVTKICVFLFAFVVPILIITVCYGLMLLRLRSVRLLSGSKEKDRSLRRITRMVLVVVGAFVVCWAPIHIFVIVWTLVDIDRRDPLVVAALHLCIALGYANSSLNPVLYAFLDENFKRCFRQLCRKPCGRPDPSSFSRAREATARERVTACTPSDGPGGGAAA
DSG3 Ab inh – inhibitors of pemphigus antibody binding to human desmoglein-3; DSG3-coupled beads, scFv-anti-DSG3-GFP binding, flow cytometry; stronger effect = lower value; binding (percent of control), % at 10 µM; 310,000 compounds, 0.48% hits;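 active = binding more than 3 SD below its plate's average and above zero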; note: some compounds called inactive have numbers as strong as hits
phage Ecoli inh – E. coli growth loss with phage present | 360,000 compounds, 0.26% hits | growth absorbance | inhibition, % at 11.9 µM; in the data active = inhibition above about 11%
PKA-R1A activ – PKA-R1A complex activation; P00514+P68181; PKA-R1A dissociation, Cy5-IP20 fluorescence polarization; scaled: DMSO 0%, 113 µM cGMP 100%; activation, % at 11.4 µM; 340,000 compounds, 0.083% hits; AID 504707;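 active = percent activation above the mean of all tested compounds plus 3 SD, cut at about 19% in these data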;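 note: higher means more PKAc released from R1A so a rise in polarization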
Mot1-301 SUMO – SUMOylation pathway inhibition by Mot1-301 growth rescue. S. cerevisiae Mot1-301 growth rescue, ATP luminescence, 38.5C; percent above DMSO median, 100 means doubled. growth rescue, % at 18.8 µM. 320,000 compounds, 1% hits. AID 2716;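 active = every valid replicate shows activation above 250% relative to neutral control wells; inactive = the rest, any valid replicate at or below 250%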;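 note: OY570 slx delta 5 strain wells were the positive control but not used for scaling; some compounds called inactive have numbers as strong as hits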
Arr AP2 block – inhibitors of human beta-arrestin and AP2 interaction; FITC-arrestin peptide / GST-AP2 beads, flow cytometry; AP2 beta2 appendage carries R879A mutation; inhibition, % at 10 µM; 340,000 compounds, 0.31% hits; AID 504490;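 active = inhibition above a set limit, near 3 SD of compounds lacking own fluorescence, cut at about 54% in these data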;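 note: plate controls were DMSO wells for no effect and 5 µM unlabelled arrestin peptide for full effect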
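System: GST-tagged AP2 beta2-adaptin appendage (R879A) on 4 µm glutathione beads / Reagent: FITC-arrestin peptide, 50 nM / Detection: HyperCyt-sampled flow cytometry, FL1 channel, ex 488/em 535 nm / Timing: 12 min plus 1 h, RT / Buffer or medium: PBS plus Tween 20 (0.05%) and BSA (0.1%)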
OPRM1-OPRD1 inv – mu-delta opioid heterodimer inverse agonism; P35372+P41143; cell-based MOR-DOR heterodimer luminescence; inhibition, % at 9.3 µM; 340,000 compounds, 0.21% hits; in the data active = inhibition above about 22%, passing the limit was not always enough;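 note: 0% = cells with DMSO and 100% = wells without cells with DMSO; values of inactives mirror those of a sister screen read the other way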
* hit, by the source's call; nt = not tested or not shown.

1: OC(CNCCc1ccc(Cl)cc1)COc1ccc2ccccc2c1 (stereo unspecified)
2: CCCc1ccc2oc(C(=O)N3CCNC(=O)C3CC(=O)OC)c(C)c2c1 (stereo unspecified)
3: CCNC(=O)C(=O)Nc1ccc2c(c1)N(S(=O)(=O)c1cccs1)CCC2
4: CC(OC(=O)C1CCCO1)C(=O)NC1CCCC1 (stereo unspecified)
5: C=CCSc1ccccc1C(=O)Nc1ncn[nH]1
6: COc1ccc(Br)c(/C=N/NC(=O)COc2ccc(-c3ccccc3)cc2)c1
Assay by compound,1,2,3,4,5,6
Tat export inh,3,-8,-10,1,-6,-4
AddAB inh,nt,-0.6,1.3,1.4,4.0,-1.0
PfHsp90 set2,10,-19,1,-1,5,-21
Ecoli viability,nt,0.3,-0.7,-1.2,-1.6,1.8
OPRM1-OPRD1 ag,3.8,-0.3,-1.6,-2.0,-5.1,-0.1
DSG3 Ab inh,118,nt,103,94,105,nt
phage Ecoli inh,1.6,1.7,2.3,3.1,2.5,1.8
PKA-R1A activ,-11,-11,-2,-3,-2,0
Mot1-301 SUMO,nt,6,-7,107,-15,3
Arr AP2 block,23,6,-10,-1,31,29
OPRM1-OPRD1 inv,-19,2,10,11,24,1

From no. 1 as far as 2, copied from above:
1: OC(CNCCc1ccc(Cl)cc1)COc1ccc2ccccc2c1 (stereo unspecified)
2: CCCc1ccc2oc(C(=O)N3CCNC(=O)C3CC(=O)OC)c(C)c2c1 (stereo unspecified)
Assay by compound,1,2
Tat export inh,3,-8
AddAB inh,nt,-0.6
PfHsp90 set2,10,-19
Ecoli viability,nt,0.3
OPRM1-OPRD1 ag,3.8,-0.3
DSG3 Ab inh,118,nt
phage Ecoli inh,1.6,1.7
PKA-R1A activ,-11,-11
Mot1-301 SUMO,nt,6
Arr AP2 block,23,6
OPRM1-OPRD1 inv,-19,2

(more compounds)
7: COCCn1c(N)c(NCc2ccccc2)c(=O)[nH]c1=O
8: O=C(NC1CCCc2ccccc21)C1CCN(S(=O)(=O)c2ccccc2F)CC1 (stereo unspecified)
9: CCCCc1ccc(N=N/C(C(=O)Nc2ccccc2OC)=C(/C)O)cc1
10: O=C(CC1OC(=O)c2ccccc21)Nc1cc(Cl)ccc1N1CCCC1 (stereo unspecified)
11: FC(c1nc2ccccc2[nH]1)C(F)(F)F (stereo unspecified)
12: CN(C)c1ccc(C2N(C(=O)N3CCOCC3)CCN2S(=O)(=O)c2ccccc2)cc1 (stereo unspecified)
Assay by compound,7,8,9,10,11,12
Tat export inh,-1,4,24,-3,0,8
AddAB inh,-0.7,3.5,2.5,0.5,-1.5,4.2
PfHsp90 set2,7,2,4,nt,1,-24
Ecoli viability,0.2,0.2,2.1,-3.9,0.0,2.1
OPRM1-OPRD1 ag,-1.6,-0.7,-0.4,-1.3,-3.0,-0.6
DSG3 Ab inh,97,101,110,100,99,95
phage Ecoli inh,1.4,4.7,1.6,2.6,0.9,1.8
PKA-R1A activ,-11,1,-5,-6,-7,-4
Mot1-301 SUMO,2,36,-16,-17,14,4
Arr AP2 block,15,-8,-6,5,24,-10
OPRM1-OPRD1 inv,7,4,2,8,14,3

13: O=C(O)c1ccccc1Sc1c([N+](=O)[O-])cc(C(F)(F)F)cc1[N+](=O)[O-]
14: CCO/N=C/C1=C(O)C(C(=O)OC)C(C)(C)CC1=O (stereo unspecified)
15: Cc1ccc(CN2CCS(=O)(=O)CC2)o1
16: COc1ccc(CCNC(=O)C(=O)NCC2CCNCC2)cc1OC
17: O=S(=O)(c1ccc(Br)cc1)N1CCN(Cc2ccco2)CC1
18: CC(Oc1ccc2c(-c3ccccc3)cc(=O)oc2c1)C(=O)N1CCOCC1 (stereo unspecified)
Assay by compound,13,14,15,16,17,18
Tat export inh,-1,-6,-5,5,-1,-12
AddAB inh,0.5,4.3,2.4,-0.2,2.7,2.2
PfHsp90 set2,13,16,-59,10,-4,2
Ecoli viability,0.7,-2.0,-0.7,-3.8,-1.0,1.1
OPRM1-OPRD1 ag,5.4,-2.1,-0.8,-2.9,-0.9,-3.7
DSG3 Ab inh,103,105,98,117,115,nt
phage Ecoli inh,4.2,0.9,4.0,4.1,-0.1,3.1
PKA-R1A activ,-9,-2,6,2,-2,2
Mot1-301 SUMO,-1,-12,-5,-20,12,-4
Arr AP2 block,-6,40,-3,10,16,0
OPRM1-OPRD1 inv,-31,10,4,15,5,14

19: Cc1cccc(CN2CCN(Cc3nc4c(s3)CCCC4)CC2CCO)n1 (stereo unspecified)
20: COc1ccc(CCC(C)NC(=O)Cc2ccc(OC)c(OC)c2)c(OC)c1 (stereo unspecified)
21: NC(=O)CC(NC(=O)c1ccc(Br)cc1)c1ccc(N2CCC(Cc3ccccc3)CC2)c([N+](=O)[O-])c1 (stereo unspecified)
22: COc1cccc(CNC(=O)COc2ccc(C(=O)c3ccccc3)cc2)c1
23: O=C(O)C1CCN(c2ccccc2[N+](=O)[O-])CC1
24: NN1C(=O)c2cccc3c(C(=O)O)ccc(c23)C1=O
Assay by compound,19,20,21,22,23,24
Tat export inh,7,-2,6,1,0,-1
AddAB inh,2.8,-0.9,2.0,0.5,1.7,3.2
PfHsp90 set2,nt,-5,10,-5,nt,nt
Ecoli viability,-2.6,-1.3,0.3,-1.3,-0.4,-1.0
OPRM1-OPRD1 ag,2.5,-1.9,2.2,2.2,-1.5,-1.0
DSG3 Ab inh,86,101,105,103,109,101
phage Ecoli inh,6.1,2.8,0.3,0.1,2.4,0.2
PKA-R1A activ,3,-1,-1,2,-7,-3
Mot1-301 SUMO,32,-5,4,177,-5,-22
Arr AP2 block,-1,30,3,24,3,-14
OPRM1-OPRD1 inv,-18,9,-12,-18,7,5

25: Cc1ccc2c(C)c(C(=O)Nc3c(C)n(C)n(-c4ccccc4)c3=O)oc2c1
26: CCn1cc(C(=O)O)c(=O)c2cc(F)c(N3CCN(C(=S)NC(=O)c4ccc(Br)cc4)CC3)cc21
27: CC(OC(=O)CCN=C1NS(=O)(=O)c2ccccc21)C(=O)Nc1ccc(S(N)(=O)=O)cc1 (stereo unspecified)
28: CC(=O)N1CCc2cc(S(=O)(=O)NC(Cc3ccccc3)C(=O)Nc3cc(C)ccn3)ccc21 (stereo unspecified)
29: C=CCn1c(SCc2nc3sc(C(=O)O)c(C)c3c(=O)[nH]2)nnc1-c1ccc(C(C)(C)C)cc1
30: COc1cccc(-c2nn(-c3ccccc3)cc2/C=C\C(=O)c2cccs2)c1
Assay by compound,25,26,27,28,29,30
Tat export inh,10,44,14,3,3,-3
AddAB inh,-1.2,99*,0.4,0.2,-0.5,2.6
PfHsp90 set2,2,-8,-50,-28,1,-13
Ecoli viability,4.1,98*,0.3,-2.0,1.8,-0.7
OPRM1-OPRD1 ag,-2.0,nt,-3.0,-2.6,0.2,-1.3
DSG3 Ab inh,109,97,nt,nt,108,94
phage Ecoli inh,4.8,99*,3.2,2.4,-0.5,2.2
PKA-R1A activ,0,nt,-6,-4,-5,0
Mot1-301 SUMO,nt,46,13,-15,0,-19
Arr AP2 block,7,-19,1,-18,-12,26
OPRM1-OPRD1 inv,11,nt,12,12,-1,6

Compound profiles (already shown). Values in the order: Tat export inh | AddAB inh | PfHsp90 set2 | Ecoli viability | OPRM1-OPRD1 ag | DSG3 Ab inh | phage Ecoli inh | PKA-R1A activ | Mot1-301 SUMO | Arr AP2 block | OPRM1-OPRD1 inv
`C=CCn1c(SCc2nc3sc(C(=O)O)c(C)c3c(=O)[nH]2)nnc1-c1ccc(C(C)(C)C)cc1` across the screens: 3 | -0.5 | 1 | 1.8 | 0.2 | 108 | -0.5 | -5 | 0 | -12 | -1
`CCn1cc(C(=O)O)c(=O)c2cc(F)c(N3CCN(C(=S)NC(=O)c4ccc(Br)cc4)CC3)cc21` across the screens: 44 | 99* | -8 | 98* | nt | 97 | 99* | nt | 46 | -19 | nt
`CC(=O)N1CCc2cc(S(=O)(=O)NC(Cc3ccccc3)C(=O)Nc3cc(C)ccn3)ccc21` (stereo unspecified) across the screens: 3 | 0.2 | -28 | -2.0 | -2.6 | nt | 2.4 | -4 | -15 | -18 | 12
`COc1cccc(-c2nn(-c3ccccc3)cc2/C=C\C(=O)c2cccs2)c1` across the screens: -3 | 2.6 | -13 | -0.7 | -1.3 | 94 | 2.2 | 0 | -19 | 26 | 6

Continued:
31: NNC(=O)CSc1nnc(-c2ccccc2)n1-c1ccccc1
32: O=C(NNc1ccccc1[N+](=O)[O-])Nc1ccc(Cl)c(Cl)c1
33: COC(=O)c1ccc2[nH]c3cccc(/C(=C/c4ccccc4)c4ccccc4)c3c2c1
34: COCCCNC(=O)CSc1ccsc1[N+](=O)[O-]
35: COc1ccc(C(=O)Nc2nnc(Cc3ccc(OC)c(OC)c3)s2)cc1
36: O=C(OCC(=O)C12CC3CC(CC(C3)C1)C2)c1ccc(O)cc1O
Assay by compound,31,32,33,34,35,36
Tat export inh,-7,-8,-2,-3,-3,6
AddAB inh,1.8,4.5,1.9,12,1.2,2.4
PfHsp90 set2,6,-5,-5,-16,3,101*
Ecoli viability,-3.4,4.5,1.4,11*,1.1,1.8
OPRM1-OPRD1 ag,3.0,4.1,1.7,1.5,8.5,13
DSG3 Ab inh,92,98,103,97,99,99
phage Ecoli inh,1.4,9.1,-1.4,5.6,1.9,2.7
PKA-R1A activ,-12,-4,6,1,6,-10
Mot1-301 SUMO,-12,-9,-3,344,10,5
Arr AP2 block,-2,2,0,3,9,-11
OPRM1-OPRD1 inv,-15,-25,-9,-10,-43,-66

37: COC(=O)CNC(=O)c1ccccc1F
38: COc1ccc(C(=O)NCC2CCCO2)cc1OC (stereo unspecified)
39: CCOC(=O)c1ccc(NC(=O)c2cccc(C)c2[N+](=O)[O-])cc1
40: Cc1cccc(N2CCN(Cc3cnc(Cl)s3)CC2C)c1 (stereo unspecified)
41: O=C(COc1ccc(S(=O)(=O)N2CCOCC2)cc1)NCCc1ccccc1
42: COc1ccc(-c2cc([C@H]3[C@@H]4C=CCC[C@@]4(C)C(=O)N3Cc3ccccc3)ccc2F)cc1OC
43: CCC(C)N1CC(=O)N2Cc3[nH]c4ccccc4c3C[C@H]2C1=O (stereo partly specified)
Assay by compound,37,38,39,40,41,42,43
Tat export inh,-1,4,4,-6,-2,4,20
AddAB inh,0.9,1.1,1.3,0.0,-0.3,1.8,-0.1
PfHsp90 set2,5,7,13,-6,-40,-12,4
Ecoli viability,-1.1,2.5,-3.3,-1.9,-1.7,-3.6,0.9
OPRM1-OPRD1 ag,0.8,-1.8,-0.2,7.5,-3.3,3.2,-3.2
DSG3 Ab inh,104,93,105,nt,107,104,115
phage Ecoli inh,2.8,2.8,2.1,1.7,1.2,4.8,-0.2
PKA-R1A activ,-9,-11,5,5,1,0,0
Mot1-301 SUMO,-15,-13,15,218,-2,9,-8
Arr AP2 block,-2,12,-8,3,-8,-4,15
OPRM1-OPRD1 inv,-5,9,1,-34,17,-18,14
